# DUSP3 inh = inhibitors of human VHR1 phosphatase (DUSP3); recombinant VHR phosphatase, pNPP absorbance; P51452; inhibition, % at 13.3 µM; actives 0.52% (n = 290,000); AID 1654; in the data active = inhibition above about 50%; note: some compounds called inactive have numbers as strong as hits
# Target sequence (P51452 whole entry, looked up): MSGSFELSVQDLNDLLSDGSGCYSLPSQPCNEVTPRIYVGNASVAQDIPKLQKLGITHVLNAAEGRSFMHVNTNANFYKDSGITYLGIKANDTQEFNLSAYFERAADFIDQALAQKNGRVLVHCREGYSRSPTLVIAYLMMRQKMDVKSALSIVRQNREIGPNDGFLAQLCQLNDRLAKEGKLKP
# Y pestis TopoI = blocks Yersinia pestis topoisomerase I activity; Y. pestis Topo-I cleavage product accumulation, plate reader; activity, % at 10 µM; actives 0.064% (n = 360,000); AID 504884; in the data active = activity above about 50%, passing the limit was not always enough; inconclusive = no clear call, values can overlap the other calls; note: inactives centre near 2
# PriA SSB inh = K. pneumoniae PriA-SSBct interaction inhibition | inhibition, % at 33 µM | actives 0.6% (n = 430,000) | AlphaScreen SSBct-PriA binding, biotinylated peptide; in the data active = inhibition mostly above about 37%, no sharp cut-off; inactive = mostly below about 20%;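 note: plate controls were negative control peptide for no effect and reference peptide for full effect; strong numbers were not always called active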
# 3CLpro inhibitor = SARS-CoV 3CLpro protease inhibition; actives 0.14% (n = 290,000); inhibition, % at 6 µM; P0C6X7; recombinant SARS-CoV 3CLpro, quenched FRET peptide cleavage; in the data active = inhibition above about 12%
# PfHsp40 rescue = compounds rescuing yeast from Plasmodium falciparum HSP40 toxicity. S. cerevisiae expressing PfHsp40, growth rescue, ATP luminescence. growth rescue, % at 12.5 µM. actives 0.68% (n = 340,000); in the data active = growth rescue above about 28%, passing the limit was not always enough; inconclusive = no clear call, values can overlap the other calls;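 note: yeast W303a lacking pdr1 and pdr3 grown in galactose medium; growth measured after three days at 30 °C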
# BoNT-A LC inh2 = BoNT A light chain protease inhibition; multiplex microsphere protease substrate cleavage, flow cytometry; inhibition, % at 10 µM; actives 0.17% (n = 360,000); AID 588499; note: plate controls were buffer without enzyme for full effect and enzyme alone for no effect
# Anthrax LF inh2 = blocks Bacillus anthracis lethal factor protease | multiplex microsphere protease cleavage assay, LF | inhibition, % at 10 µM | P15917 | actives 0.12% (n = 360,000) | AID 588501; note: plate controls were buffer without enzyme for full effect and enzyme alone for no effect
# Target sequence (P15917 whole entry, looked up): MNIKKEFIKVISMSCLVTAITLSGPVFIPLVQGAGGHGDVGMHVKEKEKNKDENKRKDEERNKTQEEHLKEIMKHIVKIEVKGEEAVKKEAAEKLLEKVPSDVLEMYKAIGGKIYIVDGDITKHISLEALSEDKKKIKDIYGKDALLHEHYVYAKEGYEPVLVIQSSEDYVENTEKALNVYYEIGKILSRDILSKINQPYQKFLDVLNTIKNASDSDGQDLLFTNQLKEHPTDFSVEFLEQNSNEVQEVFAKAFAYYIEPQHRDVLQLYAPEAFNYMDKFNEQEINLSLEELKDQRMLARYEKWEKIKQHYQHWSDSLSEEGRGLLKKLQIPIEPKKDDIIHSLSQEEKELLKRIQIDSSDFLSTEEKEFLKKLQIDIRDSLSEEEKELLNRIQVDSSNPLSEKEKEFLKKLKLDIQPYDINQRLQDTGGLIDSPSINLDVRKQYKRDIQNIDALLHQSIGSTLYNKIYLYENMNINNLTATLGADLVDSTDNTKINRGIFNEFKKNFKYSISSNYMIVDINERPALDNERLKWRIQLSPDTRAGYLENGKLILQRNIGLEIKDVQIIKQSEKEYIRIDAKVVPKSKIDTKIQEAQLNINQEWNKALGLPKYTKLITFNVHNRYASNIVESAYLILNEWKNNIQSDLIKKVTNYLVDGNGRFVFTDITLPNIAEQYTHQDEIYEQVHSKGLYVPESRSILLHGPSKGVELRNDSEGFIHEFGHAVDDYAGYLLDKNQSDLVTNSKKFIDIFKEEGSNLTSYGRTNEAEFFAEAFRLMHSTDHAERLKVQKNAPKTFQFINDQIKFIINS
# TcdB GH inh = inhibitors of Clostridioides difficile toxin B glycohydrolase. P18177. TcdB glycohydrolase enzymatic assay, plate reader. inhibition, % at 9.99 µM. actives 0.24% (n = 350,000); in the data active = inhibition above about 10%
# BH1578 lux ind = quorum light induction in luxS cqsA deficient V. cholerae | V. cholerae BH1578 lux reporter, luminescence, 6 h | activation, % at 18.7 µM | actives 0.16% (n = 350,000) | AID 588436; in the data active = activation mostly above about 9.7%, no sharp cut-off; inconclusive = no clear call, values can overlap the other calls; inactive = mostly below about 3.7%; note: not every result past the cut was called active; inactives centre near 0; reference of the scale not given here
# CCHFV vOTU inh = blocks the CCHF virus ovarian tumor domain protease; inhibition, % at 11.5 µM; CCHFV vOTU protease, Pep-AMC fluorescence; actives 0.55% (n = 370,000); in the data active = inhibition above about 30%; note: 0% = vehicle wells with enzyme and 100% = no enzyme wells
# Numbers without * were called inactive; i = inactive; ? = inconclusive; · = no result given; & = joins results of further samples. Cut-off read from the data, not from the text of the source, unless noted: active = inhibition above about 30%; inconclusive = no clear call, values can overlap the other calls; inactive = below that. Some of the compounds tested (hit frequency here may not be typical).
SMILES,DUSP3 inh,Y pestis TopoI,PriA SSB inh,3CLpro inhibitor,PfHsp40 rescue,BoNT-A LC inh2,Anthrax LF inh2,TcdB GH inh,BH1578 lux ind,CCHFV vOTU inh
O=C(C1CCCC1)N1CCCC(Nc2ccccc2)C1 (stereo not drawn),26,-7,-7,-2,1.0,0.4,-2,0.5,-0.3,-6
COc1ccc(S(=O)(=O)N(C)C2(C)CCS(=O)(=O)C2)cc1OC (stereo not drawn),·,-2,-10&-12,·,-0.7,1.4,-1,-3.8,-5.6,-12
Fc1ccc(CNCC2CCCO2)cc1 (stereo not drawn),17,8,-20,-4,-1.5,-2.8,-7,1.3,-2.1,-9
Cc1ccn2cc(CC(=O)O)nc2c1,26,-4,-4,-1,0.0,-0.5,-4,-0.4,-0.2,-8
O=C(N=Nc1c(O)[nH]c2ccc(Br)cc12)c1ccco1,·,-3,·,·,·,0.0,-5,-0.2,-3.3,5
Nc1cc(N)nc(SCc2cc(=O)oc3cc4c(cc23)CCC4)n1,10,4,10,3,-0.6,0.0,1,·,2.7,5
O=C(Nc1ccccc1Cl)c1cccc(NC(=O)C2C3CC4OC(=O)C2C4C3)c1 (stereo not drawn),-14,-7,-6,0,1.5,0.6,3,·,i,8
CC(=O)c1cccc(NC(=O)C(OC(=O)c2ccccc2NS(=O)(=O)c2cccs2)c2ccccc2)c1 (stereo not drawn),-2,-3,-5,6,-0.1,-0.5,0,·,-6.8,-6
CN(C)S(=O)(=O)N1CCCC(C(=O)c2ccc(-c3ccccc3)cc2)C1 (stereo not drawn),30,4,-10,3,-1.7,-0.2,6,0.6,-1.4,19
CC(Nc1nc(N2CCNCC2)nc2ccccc12)c1ccccc1 (stereo not drawn),11,13,9,-1,-0.3,-0.7,-4,-1.4,-0.3,-39
CC12CCC(c3nnc(SCC(=O)Nc4cccc5ccccc45)nc31)C2(C)C (stereo not drawn),30,20,-8,3,0.9,-0.6,2,·,-0.3,7
COc1cc(C(=O)N2CCN(c3ccc(C)cc3C)CC2)cc(OC)c1OC,8,19,1,0,-1.1,-1.6,-12,1.6,-0.4,5
COCCN1CCC(CNCc2cn[nH]c2-c2ccc(C)c(C)c2)C1 (stereo not drawn),22,7,4,-6,6.1,-0.9,-2,0.2,0.5,6
COCCNC(=O)CC(NS(=O)(=O)c1ccc(NC(C)=O)cc1)C(C)C (stereo not drawn),-12,-6,-10,1,1.5,-0.5,-1,·,i,5
COc1ccc(-c2cc(C(=O)Nc3cccnc3)c3ccccc3n2)cc1OC,18,13,-14,-6,0.1,2.3,0,0.1,-0.3,-8
CC(C)(C)N1CC(c2nc3ccccc3n2Cc2ccccc2)CC1=O (stereo not drawn),27,0,8,-1,0.3,1.1,-2,1.1,-0.4,-6
Cc1ncc(CN2CCN(Cc3ccccc3)C(CCO)C2)s1 (stereo not drawn),-17,5,-8,5,0.7,-1.8,-4,0.0,0.5,-8
Cc1ccc(C)c(C(=O)NCc2ccncc2)c1,-1,3,-11,-5,-0.9,0.6,-3,·,4.8,-2
CC(=O)c1cccc(OCC(=O)NC2CCCCCC2)c1,·,4,-10,·,0.5,1.2,-4,1.2,i,8
CN1OC[C@@H]2CN[C@H](c3ccc(-c4cc5ccccc5o4)cc3)C[C@@H]21,·,11,·,·,·,0.2,-1,·,i,·
CC(=O)Nc1cccc(NC(=O)C(=O)NCC(c2ccco2)N2CCc3ccccc3C2)c1 (stereo not drawn),·,2,12,·,-0.2,3.8,3,-0.2,-0.8,7
COc1ccc(-c2nnc(SCC(=O)N3c4ccccc4Sc4ccccc43)o2)cc1,0,16,-10,-3,2.9,0.0,1,·,-1.5,7
C=CCn1c(=O)c2ccccc2n2c(SCC(N)=O)nnc12,9,1,-1,-2,-0.9,-0.4,0,·,-5.0,4
COCc1cc(C)n(CC(=O)Nc2ccc(N3CCOCC3)c(Cl)c2)c(=O)c1C#N,31,-1,-7,-4,0.8,1.7,-8,0.4,i,26
COc1ccc([N+](=O)[O-])cc1NC(=O)COC(=O)C1CC1,17,-12,0,-3,-0.4,0.3,0,2.8,i,3
Cc1ccc(NC(=S)N(CCCN2CCOCC2)Cc2ccco2)cc1C,-2,7,-7,5,-1.2,-0.5,3,0.6,0.3,-2
O=C(NCCN1CCC(n2c(=O)[nH]c3ccccc32)CC1)c1ccc(Cl)cc1,·,·,·,·,·,0.4,-6,1.3,·,-7
CC1CCN(C(=O)CN(c2ccc3c(c2)OCCO3)S(=O)(=O)c2ccccc2)CC1,-11,9,0,-3,0.9,0.2,1,1.0,i,0
O=C(O)c1ccccc1C(=O)N1N=C(c2ccccc2)CC1c1ccccc1O (stereo not drawn),-16,10,-1,8,-0.9,-1.7,-1,0.5,0.3,-2
COc1ccc(OCC(=O)N/N=C/C(C)=C/c2ccco2)c(Br)c1,-4,2,·,2,0.0,-1.0,-13,-0.1,-0.6,6
COc1ccccc1NS(=O)(=O)c1ccc(C(=O)N2CCCCCC2)cc1,·,17,-4,·,0.2,0.5,-3,0.8,·,2
O=S(=O)(Nc1cc(Cl)ccc1N1CCCCC1)c1cccs1,-6,33,0,-1,1.6,?,?,·,5.9,4
COc1ccc(C)cc1NC(=O)CSc1nnc(COc2ccc(Cl)cc2)n1Cc1ccco1,1,3,7,2,48*,-1.1,-13,·,i,1
COc1cc(C(=O)NCC(=O)OC(C)C(=O)Nc2ncc(Cl)cc2Cl)cc(OC)c1OC (stereo not drawn),4,5,-5,2,-0.8,-0.9,-3,-0.4,-1.4,-8
CCOC(=O)c1c(C)[nH]c(C(=O)N/N=C\c2ccccc2Cl)c1C,-8,0,·,-1,-0.5,-0.8,1,·,-0.1,1
COC(=O)c1ccc(COC(=O)C23CC4CC(CC(O)(C4)C2)C3)o1,12,4,1,2,0.8,0.1,1,·,-0.3,-7
COC(=O)c1cc(Cl)cc2c(C)c(C3(O)CCCCC3)[nH]c12,13,6,-28,1,1.7,-0.9,-5,1.2,i,9
COc1ccc(C(=O)Cc2ccc(OC)c(OC)c2)c(OC)c1,9,11,4,6,0.0,0.1,-3,-0.6,-1.7,10
CCN(CC)CCCNc1ncnc2ccccc12,22,-8,-7,-3,1.4,-0.8,-6,1.0,-0.4,0
Cc1nonc1OCC(C)(COc1nonc1C)NC(=O)c1ccc(Cl)cc1,13,8,-9,-5,-1.1,-2.4,-3,·,-0.7,-3
O=C(O)C1CCN(c2ccc(S(=O)(=O)N3CCOCC3)cc2[N+](=O)[O-])CC1,16,-7,2,2,-0.2,0.5,-3,2.0,-0.7,0
O=c1[nH]cnc2c1ncn2[C@@H]1O[C@H](CO)[C@@H](O)[C@H]1O,9,-6,-12,0,-0.6,0.2,-1,1.2,i,2
COc1ccc(N2CCN(S(=O)(=O)c3ccc(-c4cc(C)no4)s3)CC2)cc1,8,10,4,11,-0.6,-0.7,-3,1.5,-0.2,22
Cc1cccc(NC(=O)OC2CN3CCC2CC3)c1 (stereo not drawn),6,-4,-9,3,-1.0,?,20,1.0,i,-8
COC(=O)c1cnn2c(C(F)(F)F)cc(-c3ccccc3)nc12,16,-2,9,4,0.6,1.9,-2,·,-3.6,4
CCOC(=O)CNC(=O)CNC(=O)Cn1ccc2ccccc2c1=O,22,-3,-5,-1,0.2,0.5,-4,·,-0.3,-27
O=C(NCc1cccs1)C1CC(c2ccc(Cl)c(Cl)c2)=NO1 (stereo not drawn),29,1,-7,4,0.0,0.0,-3,0.4,0.5,5
CN1C(=O)NC(c2ccccc2Cl)C2=C1CC(C)(C)CC2=O (stereo not drawn),2,6,-16,-3,-0.9,-1.1,-2,0.2,-0.1,1
CO/N=C/C(C#N)=C/c1ccc(OC)c(OC)c1,-15,-8,·,-1,-1.5,-0.6,-5,0.1,i,11
CCCCCCc1cc2cc(C(=O)NC)c(=N)oc2cc1O,3,-2,-10,3,0.0,-0.8,-5,·,i,-49
COc1ccc(NC(=O)COC(=O)C23CC4CC(CC(NC(C)=O)(C4)C2)C3)cc1S(=O)(=O)N1CCOCC1,·,18,1,·,0.8,-0.3,2,0.3,i,-3
COc1ccc(-c2nc3cc(NC(=O)Cc4ccc(OC)c(OC)c4)ccc3o2)cc1,-6,4,6,-2,-0.6,-0.8,-3,·,-11,-2
COC(=O)c1cc(CNC(=O)CCCSc2ccccc2)ccc1OC,16,12,-3,-6,-0.5,-0.2,-2,0.5,-0.3,3
CSc1ncccc1C(=O)NCCc1ccccc1F,-6,2,6,-7,-1.1,1.3,2,1.6,i,-5
Cc1ccc(S(=O)(=O)N2CCC(=O)N(CCOCc3ccccc3)CC2)cc1,-4,30,1,-3,1.7,0.1,-4,1.0,0.6,3
CCOc1ccc(NC(=S)Nc2ccc3nsnc3c2)cc1,17,-14,0,0,0.1,26,8,·,-0.6,118*
COC(=O)c1cc(=O)n2c(sc3ccccc32)c1C#N,4,4,-8,-4,-1.0,0.3,-6,3.3,-0.6,-35
O=C(CCN1C(=O)[C@@H]2Cc3ccccc3CN2C1=O)NCc1ccccc1,12,-4,-5,-5,-0.5,-4.1,-2,0.6,i,1
CCOC(=O)c1c(C)[nH]c(C)c1C(=O)COC(=O)CNC(=O)C1CCCCC1,18,1,6,6,2.9,-0.5,0,1.0,-0.2,0
O=C(Nc1cccc(Br)c1)c1ccc2snnc2c1,19,5,-4,-3,0.4,-1.9,0,2.0,3.6,16

# More records
SMILES,DUSP3 inh,Y pestis TopoI,PriA SSB inh,3CLpro inhibitor,PfHsp40 rescue,BoNT-A LC inh2,Anthrax LF inh2,TcdB GH inh,BH1578 lux ind,CCHFV vOTU inh
CCN1CCN(c2ccc(S(=O)(=O)N3CCCCC3)cc2NC(=O)COc2ccccc2)CC1,·,11,5,·,1.6,-2.0,-4,-1.1,1.2,29
C/C(=N\NC(=O)c1ccccc1O)c1cccs1,-17,-9,·,1,-1.4,-1.4,-4,-2.5,-0.3,3
Cc1c(C)c2c(OCC(=O)N3CCC(C(N)=O)CC3)cc3c(c2oc1=O)CCC(C)(C)O3,-8,3,-8,3,0.0,0.2,5,-4.7,-0.2,-185
COc1ccc2c(c1)CCc1c(C(=O)Nc3cc(C)n(Cc4ccc(Cl)cc4)n3)noc1-2,-11,0,-3,2,0.1,-0.7,-2,·,-0.3,-5
CS(=O)(=O)c1cccc(C(=O)Nc2ccc(S(=O)(=O)N3CCCCC3)cc2)c1,·,-4,-1,·,-0.1,-6.3,-2,2.2,-5.6,9
COc1ccccc1Nc1nccc(N(C)C)c1C#N,22,3,-13,1,-1.2,-0.5,-7,0.7,-0.3,8
CC(C)(C)[C@H]1COC(=O)[C@H](NC(=O)OCC2c3ccccc3-c3ccccc32)C/C=C\C[C@@H](CC(=O)N[C@@H](CO)Cc2ccccc2)C(=O)N1,·,-1,0,·,-1.8,0.9,3,-0.3,0.5,-8
O=C(NC(=S)Nc1ccccc1N1CCCCC1)c1cccs1,2,13,19,1,0.5,0.1,0,·,i,2

# Whole records, quoted from the list.
# Results for CS(=O)(=O)c1cccc(C(=O)Nc2ccc(S(=O)(=O)N3CCCCC3)cc2)c1 : DUSP3 inh: ·; Y pestis TopoI: -4; PriA SSB inh: -1; 3CLpro inhibitor: ·; PfHsp40 rescue: -0.1; BoNT-A LC inh2: -6.3; Anthrax LF inh2: -2; TcdB GH inh: 2.2; BH1578 lux ind: -5.6; CCHFV vOTU inh: 9
# Results for C/C(=N\NC(=O)c1ccccc1O)c1cccs1 : DUSP3 inh: -17; Y pestis TopoI: -9; PriA SSB inh: ·; 3CLpro inhibitor: 1; PfHsp40 rescue: -1.4; BoNT-A LC inh2: -1.4; Anthrax LF inh2: -4; TcdB GH inh: -2.5; BH1578 lux ind: -0.3; CCHFV vOTU inh: 3
# Results for Cc1c(C)c2c(OCC(=O)N3CCC(C(N)=O)CC3)cc3c(c2oc1=O)CCC(C)(C)O3 : DUSP3 inh: -8; Y pestis TopoI: 3; PriA SSB inh: -8; 3CLpro inhibitor: 3; PfHsp40 rescue: 0.0; BoNT-A LC inh2: 0.2; Anthrax LF inh2: 5; TcdB GH inh: -4.7; BH1578 lux ind: -0.2; CCHFV vOTU inh: -185
